# From PubChem
# Bcl-B TR3 displacers – displacers of TR3 peptide from Bcl-B, primary screen, selectivity assay for Bfl-1 inhibitor project, biochemical, fluorescence polarization. hit rate 0.11% among 96,000. displacement, % at 20 µM, or IC50 in µM where a hit was titrated. AID 748. FP displacement of FITC-TR3 peptide from Bcl-B; higher % means a stronger effect;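 active = displacement above 50% at 20 µM plus a fluorescence interference ratio under 1.5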;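 note: plate controls were wells without compound for no effect and wells lacking Bcl-B protein for full effect; a part of the inactive calls stands beside numbers as strong as those of hits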
# PLAP inhibition – PLAP enzyme inhibitors, biochemical, luminescence, HTS (AID 690); purified PLAP, luminescent substrate; higher % means a stronger effect; inhibition, % at 20 µM, or IC50 in µM where a hit was titrated; hit rate 0.08% among 96,000; in the data active = a potency from the dose series; inactive = the rest, 99 in 100 with inhibition below about 30%; note: strong numbers were not always called active
# MRP resist rev – reverses drug resistance mediated by MRP. hit rate 0.04% among 85,000. H69AR cells + 2 uM doxorubicin, CellTiter-Glo, 72 h. AID 602. differential viability (reversal), % at 10 µM;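 active = viability drop by adding the cancer drug above about 55%, with treated viability meeting a 40% cutoff, limit read from the data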;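 note: viability without doxorubicin minus viability with 2 µM doxorubicin for each compound; larger differential means the compound sensitizes cells more to doxorubicin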
# NFkB transloc pot – enhances IL-1B driven NFkB nuclear translocation; AID 819; activation, % at 2 µM; HUVEC IL-1B NFkB p65 nuclear translocation imaging; hit rate 0.3% among 94,000;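 active = activation above 40%, about the mean plus 3 SD, also judged a hit on visual image review; inconclusive = activation above 40% but not a hit on visual review; inactive = activation not above 40% and no visual hit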;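 note: percent activation is computed from the nuclear over cytoplasmic p65 intensity ratio; values of inactives mirror those of a sister screen read the other way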
# NFkB transloc inh – blocks IL-1B driven NFkB nuclear translocation in HUVEC cells. HUVEC IL-1B NFkB p65 nuclear translocation imaging. inhibition, % at 2 µM. hit rate 0.43% among 94,000. AID 796;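 active = inhibition above about 30% together with a positive call from visual inspection of the well image, limit read from the data; inconclusive = inhibition above a set limit but visual check negative; inactive = inhibition not above a set limit, visual check negative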;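 note: nuclear over cytoplasmic p65 intensity ratio measured by imaging; 0% = IL-1B stimulated DMSO wells and 100% = unstimulated DMSO wells; values of inactives mirror those of a sister screen read the other way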
# MRP resist rev cytotoxicity – also measured in MRP resist rev; calls as there; viability, %; H69AR cells, CellTiter-Glo, 72 h; measured here: cytotoxicity without doxorubicin
# MRP resist rev with doxorubicin – also measured in MRP resist rev; calls as there; viability, %; measured here: viability with 2 uM doxorubicin; active compounds read low
# NFkB transloc inh cell count 2 µM – recorded beside NFkB transloc inh, whose call it bears; cell count; measured here: cells passing quality filter;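 raw number of nuclei counted in each imaged well without normalization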
# NFkB transloc pot cell count 2 µM – recorded beside NFkB transloc pot, whose call it bears; cell count; measured here: cells passing quality filter
# * hit, by the source's call; u = inconclusive; x = not tested or not shown. The list is partial (hit frequency here may not be typical).
SMILES,Bcl-B TR3 displacers,PLAP inhibition,MRP resist rev,MRP resist rev cytotoxicity,MRP resist rev with doxorubicin,NFkB transloc pot,NFkB transloc pot cell count 2 µM,NFkB transloc inh,NFkB transloc inh cell count 2 µM
COc1cccc(C(=O)N(Cc2nc(-c3ccc(C)cc3)no2)C(C)C)c1,0%,-27%,17,96,79,u,x,-44,130
O=C(NCc1n[nH]c(=S)n1-c1ccc(F)cc1)c1ccco1,2%,8%,2,100,98,1,160,-1,160
CCc1ccc(-c2nc(CN3CCC(C(=O)NCc4ccccc4OC)CC3)c(C)o2)cc1,-31%,-214%,-12,18,31,-4,196,4,196
Cc1cc(C(=O)Nc2ccc(S(=O)(=O)Nc3nccs3)cc2)c(C)o1,2%,-65%,9,89,80,7,150,-7,150
CCOC(=O)N1CCN(S(=O)(=O)c2cc(Br)cnc2N)CC1,7%,-12%,-5,81,86,-4,146,4,146
CC1Cc2cc(/C(O)=C3\C(=O)C(=O)N(CCN(C)C)C3c3ccccc3F)ccc2O1 (configuration not stated),4%,-24%,x,x,x,21,141,-21,141
O=[n+]1c2c(n([O-])c3ccccc31)CCC2,0%,5%,-6,99,106,11,172,-11,172
Cc1ccc(-n2nnnc2SCC(=O)N2CCc3ccccc3C2)cc1,x,x,3,81,79,10,147,-10,147
Cc1ccc(-n2c(CSc3nc(C)cc(C)n3)nnc2SCC(=O)N2CCCC2)cc1,-29%,-42%,8,92,83,2,147,-2,147
N#CCCNc1ccc(OCCC#N)cc1,-13%,-2%,0,100,99,8,125,-8,125
Cc1c(N=C2NC(=O)C(CC(=O)Nc3ccccc3)S2)c(=O)n(-c2ccccc2)n1C (configuration not stated),32%,-71%,-1,91,93,-2,105,2,105
c1ccc(CN2CN=C(Nc3nc4ccccc4s3)NC2)cc1,6%,22%,15,74,58,9,186,-8,186
CCOC(=O)c1ccc(S(=O)(=O)NC2CCCCCCC2)n1C,-1%,23%,-8,91,99,-12,76,12,76
CCCn1nnc(NC(=O)c2ccc(-c3cccc(Cl)c3)o2)n1,15%,-10%,-7,62,69,-2,155,2,155
O=C(NCC1CCCO1)c1ccc(S(=O)(=O)N2CCC(c3nc4ccc(Cl)cc4[nH]3)CC2)cc1 (configuration not stated),x,x,-25,36,62,40,131,-40,131
CCCn1c(N)c(C(c2ccc(C(=O)OC)cc2)N2CCN(c3ccccc3)CC2)c(=O)[nH]c1=O (configuration not stated),-10%,-84%,14,89,75,31,215,-31,215
COC(=O)c1ccc(/C=N\n2c(C)nnc2C)cc1,14%,18%,-1,100,100,-1,136,1,136
COC(=O)C1=C(C)Nc2nnnn2C1c1ccccc1Cl (configuration not stated),x,x,-4,89,93,23,98,-23,98
N#Cc1cc2c(nc1SCC(=O)N1CCOCC1)CCCCC2,3%,26%,4,87,83,-10,61,-2,132
COc1ccccc1NC(=O)Cn1cnc2c(cnn2-c2ccccc2)c1=O,3%,-2%,12,100,88,10,135,-10,135
CC(C)Nc1nc(C#N)nc(NC(C)C)n1,-3%,-10%,-11,99,110,-4,138,4,138
Cc1ccc(C2=NC(C)(C)N=C2SCC(=O)Nc2ccc(Cl)cc2)cc1,8%,-64%,-1,92,93,x,x,x,x
Cc1ccc(NC(=O)CN2C(=O)N/C(=C/c3ccc(C)o3)C2=O)cc1,-126%,6%,x,x,x,4,160,-4,160
COc1ccccc1NC(=O)NCCN1C(=O)C2C3C=CC(C3)C2C1=O (configuration not stated),-3%,10%,-50,54,104,13,174,-13,174
CCOC(=O)c1c(CN2CCN(C)CC2)oc2ccc(O)cc12,1%,-3%,-8,92,100,1,177,-1,177

# More entries.
SMILES,Bcl-B TR3 displacers,PLAP inhibition,MRP resist rev,MRP resist rev cytotoxicity,MRP resist rev with doxorubicin,NFkB transloc pot,NFkB transloc pot cell count 2 µM,NFkB transloc inh,NFkB transloc inh cell count 2 µM
CCOc1ccc(C(=O)NCCCN2CCCC2=O)cc1,-5%,3%,-4,86,89,-6,69,6,69
COC(=O)c1sc2nc3c(cc2c1N)COC(C)(C)C3,8%,7%,2,93,91,11,52,-11,52
O=C(Nc1ccc2oc(-c3ccccc3)nc2c1)c1ccncc1,-5%,-24%,15,95,80,21,167,-20,167
CCC(C)[C@H](NC(=O)Nc1ccc(Oc2ccccc2)cc1)C(=O)O (some centres not stated),-1%,-27%,0,98,98,8,170,-8,170
Clc1ccc(-c2noc(COc3ccccc3)n2)cc1,0%,4%,21,95,74,x,x,x,x
COc1ccc(-c2n[nH]c(=S)n2Cc2ccco2)cc1,6%,-23%,x,x,x,-5,180,5,180
CC(C)(C)NC(=S)Nc1ccc(Nc2ccccc2)cc1,2%,39%,0,61,61,18,140,-18,140
Cc1ccc(S(=O)(=O)NCCCNS(C)(=O)=O)cc1,1%,8%,10,97,86,-2,120,2,120
Cc1ccc2[nH]c3c(=O)n(CCN4CCOCC4)cnc3c2c1,2%,0%,-17,84,101,0,151,0,151
CCOC(=O)c1cnn2c(C(F)(F)F)cc(-c3cn(C)nc3C)nc12,-5%,-28%,-17,64,81,6,129,-6,129
O=C(NCc1ccc(Cl)cc1Cl)C(=O)N1CCCCC1,6%,1%,13,93,80,-16,25,2,120
CSc1ccc(/C=C/C(=O)c2ccc(NC(=O)Cc3ccccc3)cc2)cc1,-1%,4%,x,x,x,11,152,-11,152
CCOC(=O)C1CCCN(C(=O)C2CCCN(S(=O)(=O)c3ccc4c(c3)oc(=O)n4C)C2)C1 (configuration not stated),-1%,-52%,9,87,78,-9,165,10,165
O=C(CSc1nnc(CNc2ccccc2)o1)N1CCCc2ccccc21,13%,7%,-6,85,91,4,138,-4,138
COc1ccc(C)cc1S(=O)(=O)N(C)CC(=O)Nc1ccc2c(c1)OCCO2,0%,23%,-6,80,85,21,148,-21,148
COc1cc(N2C(=O)CSC23C(=O)Nc2ccccc23)cc(OC)c1OC (configuration not stated),16%,-40%,6,101,95,3,201,-3,201
CN(C)c1ccc(/C=c2\sc3nc(-c4ccccc4)nn3c2=O)cc1,-224%,-4%,4,97,93,0,146,0,146
O=C(c1ccc(-c2ccccc2)cc1)N1CCC(C(=O)N2CCCC2)CC1,-10%,-74%,-2,96,98,7,152,-7,152
O=C(NCCc1ccccc1)c1cccnc1,7%,5%,-2,96,98,-2,65,2,65
N#Cc1c(-c2ccncc2)c2c([nH]c1=S)CCCC2,-18%,-9%,x,x,x,11,185,-12,185
CC1(C)CC(=O)C=C(NCCCNC2CCCCC2)C1,3%,10%,3,88,84,0,171,0,171
CCOC(=O)c1c(NC(=O)Cn2nnc(-c3ccccc3Cl)n2)sc(C)c1C,-8%,-14%,3,79,75,14,160,-14,160
CSC1CCCCC1(O)CSc1nc2c(cc1C#N)CCCC2 (configuration not stated),-4%,-5%,6,86,80,3,158,-4,158
CCCn1c(NCc2cccc(OC)c2OC)nc2ccccc21,-1%,20%,6,85,79,2,47,-2,47
CCOCCOC(=O)C(C)Sc1n[nH]c(=O)[nH]c1=O (configuration not stated),146%,-38%,2,97,95,1,141,-1,141

# An excerpt taken from the entries so far, for reference:
SMILES,Bcl-B TR3 displacers,PLAP inhibition,MRP resist rev,MRP resist rev cytotoxicity,MRP resist rev with doxorubicin,NFkB transloc pot,NFkB transloc pot cell count 2 µM,NFkB transloc inh,NFkB transloc inh cell count 2 µM
CCCn1c(NCc2cccc(OC)c2OC)nc2ccccc21,-1%,20%,6,85,79,2,47,-2,47
CCOCCOC(=O)C(C)Sc1n[nH]c(=O)[nH]c1=O (configuration not stated),146%,-38%,2,97,95,1,141,-1,141

# Continued.
SMILES,Bcl-B TR3 displacers,PLAP inhibition,MRP resist rev,MRP resist rev cytotoxicity,MRP resist rev with doxorubicin,NFkB transloc pot,NFkB transloc pot cell count 2 µM,NFkB transloc inh,NFkB transloc inh cell count 2 µM
CCCC(c1nnnn1CC(=O)OCC)N(Cc1cc2c(C)cc(C)cc2[nH]c1=O)C1CCCC1 (configuration not stated),2%,-26%,0,74,75,3,74,-3,74
Cc1nn(CC(=O)Nc2nnc(CC(=O)N3CCCC3)s2)c(=O)c2ccccc12,-4%,-5%,-2,99,101,-8,128,8,128
CC12COC3(C(=O)Nc4nccs4)CC1CCC32C (configuration not stated),6%,0%,-21,93,114,-11,150,11,150
O=C(N/N=C\c1ccc(Sc2ccccn2)o1)c1cccc(Br)c1,2%,-64%,x,x,x,6,171,-6,171
Cc1nc2ccc(NC(=O)c3ccc(S(=O)(=O)N4CCOCC4)cc3)cc2s1,3%,-16%,10,105,95,15,55,-15,55
Cc1ccc2cc(C=C(C#N)C#N)c(N3CCCCC3)nc2c1,-24%,-9%,x,x,x,30,127,-30,127
Cc1ccc(N2CCCn3c2cc(C)c(C#N)c3=O)cc1Cl,x,x,19,76,57,9,179,-9,179
CC(C)(C)c1ccc(CSc2nnc(-c3ccccn3)n2Cc2ccco2)cc1,-13%,-75%,x,x,x,3,206,-3,206
Cc1cccc(N2CCN(S(=O)(=O)c3ccc4c(c3)n(C)c(=O)c(=O)n4C)CC2C)c1 (configuration not stated),-4%,19%,-8,76,84,u,x,-41,146
O=C(Cc1ccc(F)cc1)Nc1c2c(nn1-c1cccc(Cl)c1)CS(=O)C2 (configuration not stated),-1%,-45%,13,80,67,7,142,-7,142
Cc1cc(=O)[nH]c(Nc2c(C)n(C)n(-c3ccccc3)c2=O)n1,0%,21%,-4,92,95,5,144,-5,144
CS(=O)(=O)Nc1ccc2c3c(cccc13)CC2,0%,22%,16,105,89,5,47,-5,47
CCC(=O)Nc1ccc(C(=O)CSc2nnc(-c3ccc(O)cc3)n2CC2CCCO2)cc1 (configuration not stated),0%,-8%,x,x,x,-1,211,1,211
COC(=O)c1scc(C)c1N/N=C(\C)c1ccc(F)cc1,-15%,-13%,7,103,96,-12,146,12,146
Nc1c(C(=O)Nc2ccccc2)sc2nc3c(c(-c4ccco4)c12)CCCC3,-11%,17%,-2,98,100,-6,171,6,171
O=C(NCc1ccccc1)C(c1ccccc1)N(Cc1ccc2c(c1)OCO2)C(=O)Cc1cccs1 (configuration not stated),x,x,-9,44,53,-9,71,9,71
C[C@H](NC(=O)Nc1cccc(C(F)(F)F)c1)C(=O)O,x,x,7,92,85,17,107,-17,107
CCOC(=O)N1CCN(C(=O)CSc2nnc(COc3ccccc3)o2)CC1,4%,1%,20,100,79,23,48,-23,48
COc1ccc(Cl)cc1NC(=O)CN1C(=O)CSC1=O,4%,-14%,-2,90,92,u,x,-58,178
Cc1ccc(C)c(Cc2c(C)nc3c(C(=O)NCc4ccc5c(c4)OCO5)cnn3c2C)c1,-75%,-40%,31,61,30,-2,168,2,168
CN(Cc1ccccc1)C(=O)CN(c1ccc(F)cc1)S(=O)(=O)c1ccc2c(c1)OCCO2,x,x,13,85,72,-1,144,2,144
CCCC(=O)NCCCc1nc2ccccc2n1C(C)C,0%,8%,-2,98,100,11,140,-11,140
Cc1c2cnn(CC(=O)O)c(=O)c2c(C)n1Cc1ccccc1,-7%,-13%,-6,101,106,8,188,-8,188
Cc1ccc(-c2cc(C(=O)N3CCOCC3)c3ccccc3n2)cc1,1%,-46%,-5,82,86,8,153,-8,153
O=C(Nc1ccccc1)N(CCc1ccncc1)C1CCCCC1,x,x,6,92,85,10,180,-10,180
CC(C)Sc1nc2c(c(=O)[nH]c(=O)n2C)n1CCc1ccccc1,6%,8%,7,90,83,x,x,x,x
O=C(CSc1nnc(Cc2ccccc2)n1Cc1ccco1)NC1CCCC1,-4%,-15%,-9,75,84,5,186,-4,186

# Limited to NFkB transloc inh cell count 2 µM and Bcl-B TR3 displacers (6 entries from above):
Molecule | NFkB transloc inh cell count 2 µM | Bcl-B TR3 displacers
Cc1cccc(N2CCN(S(=O)(=O)c3ccc4c(c3)n(C)c(=O)c(=O)n4C)CC2C)c1 (configuration not stated) | 146 | -4%
O=C(Cc1ccc(F)cc1)Nc1c2c(nn1-c1cccc(Cl)c1)CS(=O)C2 (configuration not stated) | 142 | -1%
Cc1cc(=O)[nH]c(Nc2c(C)n(C)n(-c3ccccc3)c2=O)n1 | 144 | 0%
CS(=O)(=O)Nc1ccc2c3c(cccc13)CC2 | 47 | 0%
CCC(=O)Nc1ccc(C(=O)CSc2nnc(-c3ccc(O)cc3)n2CC2CCCO2)cc1 (configuration not stated) | 211 | 0%
COC(=O)c1scc(C)c1N/N=C(\C)c1ccc(F)cc1 | 146 | -15%
